Bioassay records as filed in PubChem BioAssay.
TDP1 block: blocks human tyrosyl-DNA phosphodiesterase 1; Q9NUW8; Potency, µM (highest dose often 130 µM), for inactives: at the highest dose activity change, negative = inhibition, hits mostly inhibitors; recombinant TDP1, AlphaScreen DNA substrate cleavage; AID 485290; hit rate 0.28% among 350,000; note: nearly all actives have a fitted effect of over 40% in size
Target sequence (Q9NUW8 whole entry, looked up): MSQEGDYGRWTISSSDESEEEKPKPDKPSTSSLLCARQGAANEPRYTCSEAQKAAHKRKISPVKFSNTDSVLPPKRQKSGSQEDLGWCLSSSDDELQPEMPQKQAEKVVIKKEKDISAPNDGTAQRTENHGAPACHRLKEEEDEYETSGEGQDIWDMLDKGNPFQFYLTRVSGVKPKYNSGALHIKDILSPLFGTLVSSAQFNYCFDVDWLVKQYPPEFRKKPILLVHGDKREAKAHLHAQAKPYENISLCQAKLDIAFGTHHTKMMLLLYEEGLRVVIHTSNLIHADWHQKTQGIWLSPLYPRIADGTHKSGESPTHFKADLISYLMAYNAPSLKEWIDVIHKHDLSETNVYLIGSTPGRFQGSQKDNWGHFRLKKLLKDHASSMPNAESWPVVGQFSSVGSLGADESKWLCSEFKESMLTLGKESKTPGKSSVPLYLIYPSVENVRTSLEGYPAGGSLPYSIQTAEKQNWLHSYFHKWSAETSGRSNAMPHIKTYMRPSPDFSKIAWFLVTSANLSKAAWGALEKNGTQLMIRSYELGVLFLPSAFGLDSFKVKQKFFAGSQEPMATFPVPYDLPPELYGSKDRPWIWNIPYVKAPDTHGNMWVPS
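Steps: enzyme plus compound, 15 min RT; add biotin/phosphotyrosine-FITC oligonucleotide (15 nM final), react 5 min; add donor/acceptor beads (10 ug/ml final), 10 min; read AlphaScreen. Tdp1 at 1 nM final.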
DT40 TDP1 CPT: DT40-hTDP1 cell growth loss with CPT. chicken DT40 Tdp1-/-;hTDP1 cells + 20 nM CPT, ATP luminescence, 48 h. Potency, µM (doses to about 46.2 µM), for inactives: at the top dose activity change, negative = growth inhibition, usual class: inhibitors. hit rate 12% among 420,000; note: nearly all actives have a fitted effect of over 55% in size
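Chicken DT40 Tdp1-/- cells complemented with human TDP1, 400 cells/well, exposed to compounds plus 20 nM camptothecin for at least 48 h at 37 C; viability read as ATP content by CellTiter-Glo luminescence.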
DT40 TDP1 no CPT: qHTS for Inhibitors of human tyrosyl-DNA phosphodiesterase 1 (TDP1): qHTS in cells in absence of CPT. DT40 Tdp1-/- hTDP1 cells, no CPT, ATP luminescence, 48 h. Potency, µM (titrated, usually from 46.2 µM), for inactives: at the highest dose activity change, negative = growth inhibition, most hits filed as inhibitors. hit rate 15% among 420,000; note: nearly all actives have a fitted effect of over 55% in size
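Growth kinetics read by CellTiter-Glo luminescence after ≥48 hr at 37 °C. Cells: DT40 Tdp1-/- stably carrying human TDP1, 400 per well, compound exposure in the absence of CPT (DMSO vehicle).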
* = called active by the depositor; ? = inconclusive; . = no result given; [ ] = remark or other dose. Calls come from the whole dose curve; as a rule, active = well fitted curve in the direction sought with a large enough effect; inconclusive = small, poorly fitted or top-dose-only effect, or another doubt; inactive = no such curve, though single readings can be large; an effect the other way counts as inactive or inconclusive. % is set by controls: 0 for no effect and ±100 for the full control effect; potency is the fitted concentration of half-maximal effect. The order is random; about 18% have a hit in one of these screens.

Compound | TDP1 block | DT40 TDP1 CPT | DT40 TDP1 no CPT
CCCN(Cc1cc2cccc(C)c2[nH]c1=O)S(C)(=O)=O | 5.9% | -2.2% | 9.5%
O=C(Nc1cccc2ccccc12)NC1CCCCC1O (stereo not given) | -1.7% | 3.1% | -7.9%
CC(C)CN1CC2(CCN(C(=O)c3ccco3)CC2)C1 | . | 1.8% | -7.0%
COc1cc(OC)cc(C(C)=O)c1 | 2.4% | -9.2% | -14.5%
COc1ccc(-n2c(=O)c3ccccc3n(CC(=O)c3ccccc3)c2=O)cc1OC | 0.0% | -6.5% | -27.9%
Cc1csc(NC(=O)c2cc3c(s2)-c2ccccc2OC3)n1 | 2.6% | -13.0% | -29.4%
CCCc1nnc(NC(=O)CCC(=O)N2CCC(C)CC2)s1 | 2.3% | -18.6% | 22.5%
Cn1ccnc1SCC(=O)Nc1cccc(S(=O)(=O)N2CCCCC2)c1 | 0.0% | 3.0% | 1.9%
CCOC(=O)CSc1nnc([C@H](Cc2ccccc2)NC(=O)OC(C)(C)C)o1 | 4.8% | -2.0% | -2.8%
CC1=C(C(N)=O)C(c2ccc3c(c2)OCO3)n2nc(-c3cccc(C)c3)nc2N1 (stereo not given) | 9.8% | ? | ?
CC1CCC(C(C)C)C(OC(=O)Cn2c(-c3ccc(F)cc3)[n+](C)c3ccccc32)C1 (stereo not given) | -0.6% | 2.31µM* | 2.31µM*
C/C(=N\OC(=O)c1ccccc1)c1c(C)nc2cc(C)ccn12 | 5.5% | 3.8% | 1.7%
COC(=O)c1cc(NC(=O)CN(C)Cc2ccccc2)cc(C(=O)OC)c1 | 5.7% | -14.6% | -8.3%
COc1ccc(OC)c(S(=O)(=O)N2CCC(C(=O)Nc3cccc(C)c3)CC2)c1 | 0.0% | ? | ?
O=C(Nc1nnc(C(F)(F)F)s1)c1ccc(N2C(=O)C3C4C=CC(C4)C3C2=O)cc1 (stereo not given) | 1.0% | -27.4% | -18.9%
COc1ccc(OC)c(C(=O)c2c(C)oc3cc([N+](=O)[O-])c(O)c([N+](=O)[O-])c23)c1 | 4.7% | ? | ?
CCc1ccc(NC(=O)C(Cc2ccccc2)NS(=O)(=O)c2ccc3c(c2)c(=O)n(C)c(=O)n3C)cc1 (stereo not given) | 6.9% | ? | ?
CCOc1ccc(/C=C/C(=O)NC2CCCCC2)cc1 | . | -9.1% | -3.9%
C/C(=C\c1ccc(Cl)cc1)C(=O)c1c(C)cc(C)[nH]c1=O | . | ? | ?
C=CCn1c(COc2ccccc2)nnc1SC(C)C(=O)N/N=C/c1cc(Cl)ccc1O (stereo not given) | 9.1% | ? | 20.6µM*
Cc1cc(C)n(CCCNC(=O)c2ccc(C)o2)n1 | 1.7% | -0.5% | 2.1%
O=C(c1ccc(CS(=O)c2cccc(Cl)c2)o1)N1CCCCCC1 (stereo not given) | 2.8% | -8.0% | 23.1µM*
CN(Cc1ccccc1Br)C(=O)CSc1nnnn1C1CC1 | -0.3% | -1.8% | ?
CCOC(=O)/C=c1/s/c(=C\c2c(OC)ccc3ccccc23)c(=O)n1CC(=O)NCC1CCCO1 (stereo not given) | . | 23.1µM* | 25.9µM*
COc1cc(NS(=O)(=O)c2ccc(NC(=O)c3ccc(S(=O)(=O)N4CCCCC4)cc3)cc2)ncn1 | 7.9% | -1.8% | -8.3%
CCOC(=O)[C@@H]1[C@H]2COc3ccccc3[C@@H]2N2C(=O)N(c3ccc(F)cc3)C(=O)[C@]12C | . | -1.9% | -9.9%
COc1ccccc1NC(=O)NNC(=O)c1ccc2ccccc2c1O | 6.6% | -5.9% | 10.7%
CCCn1cnc2cc(NCc3ccccc3O)ccc21 | . | 1.6% | ?
CCOC(=O)c1c(C)[nH]c(C)c1S(=O)(=O)NCC(=O)Nc1ccc(CC)cc1 | 2.6% | -26.8% | -20.4%
Cn1cc(CNC(=O)c2cc(-c3ccc(Br)cc3)nc3ccccc23)cn1 | 2.7% | -17.4% | ?
CCS(=O)(=O)N1CCN(c2ccccc2)CC1 | -2.7% | -6.2% | 20.8%
Cc1cccc(NC(=O)c2cccc(S(=O)(=O)Nc3c(C)n(C)n(-c4ccccc4)c3=O)c2)c1 | . | -0.1% | 1.8%
O=C(N/N=C/c1cccs1)c1cc(C2CC2)nc2ccccc12 | 6.8% | 3.66µM* | 2.91µM*
CCOC(=O)/C=C/C(=O)Nc1ccc(S(=O)(=O)Nc2c(C)cc(C)cc2C)cc1 | 2.7% | 7.31µM* | 16.4µM*
CCN(C(=O)CSc1nc2ccccc2n1CC(C)C)c1c(N)n(Cc2ccccc2)c(=O)[nH]c1=O | . | -1.8% | -19.9%
Cc1[nH]c(-c2ccc(F)cc2)cc1C(=O)N1CCN(c2ccc(Cl)cc2)CC1 | . | ? | ?
CCC(C(=O)NCCCN1CCOCC1)n1c2ccccc2c2nc(=O)cc(C)n21 (stereo not given) | -0.2% | 3.0% | 5.6%
CCOC(=O)N1CCN(C(=S)NC(=O)c2ccc(F)cc2)CC1 | -2.5% | -84.5% | ?
Cc1nc2ncccn2c1-c1csc(Nc2cccc(C(=O)O)c2)n1 | . | -1.7% | -7.1%
COc1ccc(OC)c(S(=O)(=O)N2CCN(c3ccccn3)CC2)c1 | 3.1% | -7.7% | -7.2%
CC1CCCN(C(=O)COC(=O)Cc2ccc(Cl)cc2)C1 (stereo not given) | -2.0% | -9.6% | -10.2%
CC[C@H](C)Cc1cn([C@@H](CCCN=C(N)N)C(=O)NCCCCCCCCCCC(=O)N2CCNCC2)nn1 | 7.9% | ? | -10.0%
CCCCC(=O)OC1=CN(Cc2ccccc2)S(=O)(=O)c2ccccc21 | -3.6% | 12.4% | -25.3%
O=C(COC(=O)CNC(=O)c1ccc(Cl)cc1Cl)NC1CCCCCCC1 | -3.7%[0.505 µM] | 1.6% | -3.2%
COc1ccc(C(=O)NC(=O)CSc2nc3nc(C)cc(C)n3n2)cc1 | 0.3% | -8.7% | 2.5%
O=C(O)c1cc(NN=Nc2ccc(Br)cc2)cc([N+](=O)[O-])c1 | -3.5% | -15.1% | -5.1%
O=c1cc(-c2ccc(Br)cc2)[nH][nH]1 | 9.6% | 5.0% | 1.5%
O=C(Nc1ccc(Br)cc1Cl)c1ccc2c(=O)n3c(nc2c1)CCC3 | 2.0%[0.505 µM] | 20.6µM* | 18.4µM*
Clc1ccc(-c2cn3cc(Cl)ccc3n2)cc1 | . | -2.4% | -10.9%
CC(=O)c1c(C)oc2ccc(N(C(=O)c3ccncc3)S(=O)(=O)c3ccc(F)cc3C)cc12 | 5.3% | 10.3µM* | 7.31µM*
CCC(=O)c1cc2c(cc1NC(=O)C(C)C)OCCO2 | 2.0% | -28.8% | ?
COc1ccc(C(CNC(=O)c2cccnc2SC)N2CCOCC2)cc1 (stereo not given) | 1.0% | -20.3% | -21.2%
CC1=CCC(C(=O)N/N=C/c2cccs2)C(c2ccc(F)cc2)C1 (stereo not given) | -2.1% | -25.4% | -24.6%
CCOc1ccc(NC2=NC(C)(C)N=C(N)N2)cc1 | -1.6% | 2.7% | ?
O=C(NCc1ccncc1)C1COc2ccccc2O1 (stereo not given) | 5.1% | -12.2% | -7.3%
COc1ccc(CC(=O)NNC(=O)c2ccc(SCc3cc(F)ccc3F)c([N+](=O)[O-])c2)cc1 | 4.8% | -13.4% | -8.8%
Cc1nn(C)c(NC(=O)c2ccc(Cl)cc2)c1Cl | . | ? | -24.4%
Cc1ccc(NC(=O)Cn2c(=O)n(Cc3ccco3)c(=O)c3ccc(C(=O)NC4CCCC4)cc32)c(C)c1 | -7.0% | 16.4µM* | 16.4µM*
CCCCC(=O)NCc1nc2cccnc2n1Cc1ccc(OC)cc1 | 5.5% | -16.7% | -7.7%
CC(=O)Nc1ccc(S(=O)(=O)NC(=O)C23CC4CC(CC(C4)C2)C3)cc1 | -2.0% | -1.2% | 0.6%

Additional records.
Compound | TDP1 block | DT40 TDP1 CPT | DT40 TDP1 no CPT
CCn1c(C(O)c2ccc3c(c2)OCO3)nc2ccccc21 (stereo not given) | -6.5% | -22.8% | -9.0%
CC(=O)c1cccc(NC(=O)Cc2cccs2)c1 | 1.0% | -1.8% | -21.2%
CCCCNS(=O)(=O)CCNCc1ccco1 | 0.4%[56.1 µM] | -8.1% | -9.5%
CN(C)CCN(CC1CCCN(Cc2ccccc2F)C1)C(=O)c1ccc(F)cc1 (stereo not given) | -1.1% | -0.4% | -27.9%
CS(=O)(=O)N1CCc2cc(S(=O)(=O)N3CCCCC3)ccc21 | -2.3% | 2.4% | 2.0%
C=CCn1c(C)cc(C(=O)CSc2nnc3c(Cl)cc(Cl)cn23)c1C | -2.0% | ? | ?
COc1cc(OC)cc(-c2c(Sc3ccccc3)c3cc(-c4cnc(N5CCOCC5)nc4)ccc3n2C)c1 | . | -1.2% | ?
Clc1ccccc1CNCC1CCCO1 (stereo not given) | . | -3.5% | 0.9%
COC(=O)[C@@]1(C)[C@H]2C(=O)N(C)C(=O)[C@H]2[C@H]2CN=C(SCc3ccccc3)N21 | 0.3%[56.1 µM] | -11.8% | -6.5%
CCNc1nc(NCC)nc(-n2cc(C(=O)c3cc(Cl)ccc3O)cn2)n1 | 0.7% | ? | 10µM*
Cc1ccc2[nH]c(=O)c(CN(Cc3ccco3)S(=O)(=O)c3c(C)ccc4nsnc34)cc2c1 | 2.3% | ? | ?
Cc1cccc(NC(=O)CSc2nc(-c3cccc(C)c3)nc3c2Cc2c(CO)cnc(C)c2O3)c1 | 0.0% | ? | -28.9%
Cc1ccc(/C=C/C(=O)c2ccc(N3CCOCC3)cc2)s1 | 2.6% | -10.5% | ?
Cn1nc(C(=O)NNC(=O)C2CSC3(C)CCC(=O)N23)c2ccccc2c1=O (stereo not given) | 0.6% | 11.9% | -9.3%
CCCNC(=O)c1cc(C2CCCN(C(=O)c3ccc(NC(C)=O)cc3)C2)on1 (stereo not given) | . | 1.9% | -31.0%
COc1ccc(N2CCN(CCNS(=O)(=O)c3cccc4nsnc34)CC2)cc1 | 0.0% | ? | ?
COc1ccccc1CNc1nc(NCc2ccc(C)cc2C)c2sccc2n1 | . | 4.61µM* | 9.2µM*
COc1ccc(NC(=O)CC(C)c2ccccc2)c([N+](=O)[O-])c1 (stereo not given) | 4.7% | -20.8% | ?
Cc1cccc(N2C(=O)N(Cc3ccc(C(C)(C)C)cc3)c3ccccc3S2(=O)=O)c1 | 3.4% | ? | 20.6µM*
COc1cc(/C=C(/NC(=O)c2ccccc2Cl)C(=O)O)cc(OC)c1OC | 0.0% | 8.4% | -5.9%

Part of the list above, reduced to DT40 TDP1 CPT and DT40 TDP1 no CPT.
SMILES	DT40 TDP1 CPT	DT40 TDP1 no CPT
COc1ccc(OC)c(S(=O)(=O)N2CCN(c3ccccn3)CC2)c1	-7.7%	-7.2%
CC1CCCN(C(=O)COC(=O)Cc2ccc(Cl)cc2)C1 (stereo not given)	-9.6%	-10.2%

Continuation:
Compound | TDP1 block | DT40 TDP1 CPT | DT40 TDP1 no CPT
C=CCn1c(SCC(=O)Nc2cc(OC)c(NC(=O)c3ccco3)cc2OC)nnc1-c1ccncc1 | 5.2% | -26.5% | ?
COc1ccc(CN(C(=O)c2cc3ccccc3oc2=O)C2CCCCC2)cc1OC | 7.7% | -26.6% | -25.9%
CC(CNC(=O)Cn1c(-c2cccs2)cc2cc(Cl)ccc21)c1ccccc1 (stereo not given) | -1.2% | ? | ?
Clc1ncc(CSc2ccccc2)s1 | -2.6% | 3.3% | 5.5%
CN(C)S(=O)(=O)c1ccc(C(=O)Nc2ccccc2F)cc1 | -4.5% | -9.3% | -16.1%
CCc1c(C)c2ccc(O)c(CN(C)C)c2oc1=O | 2.2% | 1.5% | 0.8%
CCOc1cc(C2CC(=O)Nc3c2c(C)nn3-c2nc(C)cc(C)n2)ccc1O (stereo not given) | 0.5% | ? | ?
CCc1ccc(OCCSc2nc(-c3cccc(C)c3)nc3cc(=O)[nH]n23)cc1 | 2.6% | 23.1µM* | ?
Cc1ccccc1OCCCC(=O)Nc1ccc(S(=O)(=O)Nc2onc(C)c2C)cc1 | . | -108.9% | -39.9%
O=C(CNC(=O)c1cccs1)N/N=C/c1ccc(O)cc1O | -1.2% | ? | ?
CNC(=S)N(CCCN(C)C)Cc1cc2cc3c(cc2[nH]c1=O)OCCO3 | . | -5.3% | 13.7%
COc1cc(/C=N/NC(=O)c2ccncc2)ccc1OCC(=O)Nc1ccccc1 | 7.8% | 18.1% | ?
Cc1ccnc2c1ccc1c(C)ccnc12 | 0.6% | 0.92µM* | 2.59µM*
O=C(NCC(=O)N(Cc1cccs1)C(C(=O)NC1CCCC1)c1ccco1)c1cccs1 (stereo not given) | 1.9% | -19.0% | -6.9%
S=C(Nc1ccc(Br)cc1Cl)N1CCC2(CC1)OCCO2 | -4.7% | -0.8% | -14.2%
